# Compound activity deposited in PubChem by The Scripps Research Institute Molecular Screening Center.
# TEAD-YAP block: TEAD-YAP interaction inhibition; inhibition, % at 9.12 µM; HEK-TIYL cells, TEAD-Gal4/YAP UAS-luciferase luminescence; 1.4% of 640,000 active; in the data active = inhibition above about 32%;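 note: 0% = median of test compound wells and 100% = reference inhibitor wells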
# GPR151 ag: human GPR151 activation; 1% of 650,000 active; activation, % at 11.2 µM; Q8TDV0; PathHunter beta-arrestin GPR151 cells, luminescence; in the data active = activation above about 4.9%;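 note: 0% = median of compound wells and 100% = cells with positive control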
# Target sequence (Q8TDV0 whole entry, looked up): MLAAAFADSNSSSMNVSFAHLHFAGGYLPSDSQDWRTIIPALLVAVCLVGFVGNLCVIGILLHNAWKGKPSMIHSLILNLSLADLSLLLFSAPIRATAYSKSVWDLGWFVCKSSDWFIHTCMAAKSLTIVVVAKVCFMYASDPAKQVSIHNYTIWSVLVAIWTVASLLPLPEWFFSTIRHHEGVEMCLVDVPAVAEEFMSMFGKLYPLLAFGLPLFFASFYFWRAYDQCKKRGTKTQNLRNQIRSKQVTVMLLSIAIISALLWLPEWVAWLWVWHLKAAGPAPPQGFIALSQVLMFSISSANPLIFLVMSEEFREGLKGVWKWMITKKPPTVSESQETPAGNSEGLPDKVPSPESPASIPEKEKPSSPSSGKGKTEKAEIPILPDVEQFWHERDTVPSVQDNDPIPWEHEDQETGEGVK
# MITF primary: human MITF inhibition, primary screen; O75030; inhibition, % at 2.6 µM; 0.91% of 650,000 active; AID 1259374; AlphaScreen MITF homodimerization, bead proximity signal; in the data active = inhibition above about 50%;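 note: 0% = vehicle wells with protein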
# FBW7 activator: human FBW7 E3 ligase activation, primary screen. normalized activity (activation), % at 26.1 µM. 0.13% of 650,000 active. Q969H0. AlphaScreen FBW7–phospho-cyclin E peptide binding, activator screen; in the data active = normalized activity above about 1.9%;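 note: purified mutant Fbw7 with reduced substrate affinity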
# Target sequence (Q969H0 whole entry, looked up): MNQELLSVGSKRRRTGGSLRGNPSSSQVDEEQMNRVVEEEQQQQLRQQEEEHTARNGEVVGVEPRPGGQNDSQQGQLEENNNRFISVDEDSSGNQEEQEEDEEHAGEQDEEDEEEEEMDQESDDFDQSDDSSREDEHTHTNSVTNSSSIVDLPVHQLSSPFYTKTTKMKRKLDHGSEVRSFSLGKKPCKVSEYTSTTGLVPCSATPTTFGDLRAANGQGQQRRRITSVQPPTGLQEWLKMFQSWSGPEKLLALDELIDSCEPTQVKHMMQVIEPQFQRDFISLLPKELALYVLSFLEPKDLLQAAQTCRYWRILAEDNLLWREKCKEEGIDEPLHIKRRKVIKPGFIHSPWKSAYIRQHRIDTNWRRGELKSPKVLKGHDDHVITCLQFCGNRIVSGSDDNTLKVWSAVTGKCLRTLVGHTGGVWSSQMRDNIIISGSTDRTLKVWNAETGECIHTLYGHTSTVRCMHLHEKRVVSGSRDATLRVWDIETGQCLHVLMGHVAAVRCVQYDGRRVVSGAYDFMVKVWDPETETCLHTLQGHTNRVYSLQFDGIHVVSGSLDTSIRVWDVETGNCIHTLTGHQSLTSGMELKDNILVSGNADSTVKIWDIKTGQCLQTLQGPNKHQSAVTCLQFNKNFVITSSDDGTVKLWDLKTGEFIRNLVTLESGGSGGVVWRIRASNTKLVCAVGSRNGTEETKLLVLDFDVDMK
# Active calls of the source: *. Compounds were not picked by outcome. Share with any hit: about 3.4%.
SMILES,TEAD-YAP block,GPR151 ag,MITF primary,FBW7 activator
COc1ccccc1CC(=O)Nc1cc(Cl)ccc1O,6,0.8,3,0.1
Cc1c(Cl)cccc1NC(=O)C1CC(=O)N(c2ccc(Br)cc2)C1 (stereo not given),-15,-0.5,-11,-0.3
Cc1ccc(-n2cc(-c3ccccc3)c3c(N4CCC(C)CC4)ncnc32)cc1,-8,0.7,4,-0.1
Cc1nc(NC(=O)c2ccccc2)sc1-c1csc(Nc2cccc(Cl)c2C)n1,-11,-6.4,-16,-0.1
COc1cccc(-c2nc(-c3ccccc3)no2)c1OC,-27,-1.4,-1,0.0
O=C(CC(c1ccccc1)N1CCOCC1)c1ccccc1 (stereo not given),-21,-1.2,-4,-0.3
COC(=O)c1ccc(C)c(NC(=O)c2ccc(I)cc2)c1,-5,0.5,0,0.0
Cc1ccc2nc3c(cc2c1)CN(Cc1ccc(F)cc1)C(=O)CO3,-1,-1.0,-10,0.6
OC(COc1ccc(Br)cc1)Cn1cnc2ccccc21 (stereo not given),-30,-0.6,-6,0.1
Cc1ncc2c(c1CNS(=O)(=O)c1cccs1)CCN(C(=O)CC(C)(C)C)C2,3,1.2,7,0.1
CCOc1ccccc1-n1c(=S)sc2c(=O)n(-c3ccccc3)c(SCC(=O)O)nc21,1,0.5,9,0.1
Cc1nc(C(C)N(C)C(=O)Cn2nnnc2CN(C)C(C)C)c(C)s1 (stereo not given),-9,2.5,-1,-0.1
O=C(Nc1cnn(Cc2ccc(F)cc2)c1)c1cnccn1,-2,-0.5,5,-0.1
COc1ccc(N2C(=O)c3cccnc3C2=O)cc1OC(C)=O,4,-0.8,25,-0.8
COc1ccc(NC(=O)N(C2CCCCC2)C(C)c2cccnc2)c(OC)c1 (stereo not given),8,-0.5,6,-0.1
Cc1nnnn1CC(=O)N1CCCCC1,-14,-0.2,6,0.2
Cc1cc(=O)[nH]c(SCC(=O)Nc2cccc3ccccc23)n1,6,16*,23,0.0
COc1ccccc1C1CC(c2ccc(Cl)cc2)Nc2nnnn21 (stereo not given),1,5.2*,8,0.0
NC(=O)c1ccccc1NC(=O)C1COc2ccccc2O1 (stereo not given),-35,-4.5,7,-0.2
NC(=O)CCNC(=O)c1ccc(Cl)cc1,-8,0.6,2,0.1
CC(=O)c1ccc(NC(=O)COC(=O)C23CC4CC(CC(Br)(C4)C2)C3)cc1,-6,0.8,-10,0.1
O=C(O)COc1ccccc1/C=N/n1c(-c2cccnc2)n[nH]c1=S,-10,-0.8,13,0.0
COCCN(CCOC)S(=O)(=O)c1ccc(C(=O)Nc2ccc(Br)cc2C(=O)c2ccccc2)cc1,2,-0.1,16,0.1
Cc1ccc(-c2nc(-c3cccs3)no2)cc1[N+](=O)[O-],-21,-1.0,2,-0.3
Cc1cc(N2CCC(C(=O)NCc3cccs3)CC2)n2ncnc2n1,9,0.3,-2,0.0
c1ccc(CCNc2ncc(-c3ccccc3)cn2)cc1,-61,0.2,0,-0.1
O=C(NC1CC1)c1ccc(-n2ncc3cc(Nc4ccccc4Cl)ccc32)nc1,-7,-1.0,6,-0.2
Fc1cc(N2CCOCC2)ccc1Nc1nccc(-c2cncc(N3CCOCC3)c2)n1,17,-0.8,3,-0.1
Cc1ccc(CC(=O)N2CCNC(=O)C2(C)C)cc1,-7,0.5,0,-0.1
CCOC(=O)C1=C(O)/C(=C/c2cc(C)n(-c3cccc(Br)c3)c2C)N=C1C,-8,0.0,-9,-0.1
FC(F)(F)c1cccc(-c2cnc3ccc(NCc4ccco4)nn23)c1,-1,-0.7,-11,-0.1
CCOC(=O)CC(=O)CSc1nc2c(sc(=S)n2Cc2ccccc2)c(=O)n1Cc1ccccc1,-8,-0.2,-6,0.4
COC(=O)C1=C(C)NC(=S)NC1c1cc(OC)ccc1OC (stereo not given),5,-0.3,21,0.1
Cc1cc(C(C)(C)C)ccc1OCCN1CCN(C)CC1,2,0.5,87*,-0.2
CCCN(Cc1cccs1)C(=O)Nc1cccc(C)c1,-34,-2.3,-12,-0.1
CS(=O)(=O)N(Cc1ccc(C(=O)N/N=C/c2ccccc2)cc1)c1ccccc1,-20,-0.1,11,-0.1
O=C(COc1ccccc1-c1ccccc1)N/N=C/c1cccnc1,47*,-0.7,-2,0.0
O=C(C1CCCCC1)N1CCCc2ccccc21,15,0.0,-1,-0.1
O=C(Nc1cccc2ccccc12)c1ccc(NC(=O)c2cccc(Cl)c2Cl)cc1,12,-0.2,6,-0.2
N#CC1=C(N)N2C(=C(C#N)C1c1ccc(Cl)cc1Cl)Sc1ccccc12 (stereo not given),-4,-0.7,-10,-0.1

# An excerpt of these results, as tab-separated lines.
Compound	TEAD-YAP block	GPR151 ag	MITF primary	FBW7 activator
COC(=O)C1=C(C)NC(=S)NC1c1cc(OC)ccc1OC (stereo not given)	5	-0.3	21	0.1
O=C(Nc1cccc2ccccc12)c1ccc(NC(=O)c2cccc(Cl)c2Cl)cc1	12	-0.2	6	-0.2

# The list continues:
SMILES,TEAD-YAP block,GPR151 ag,MITF primary,FBW7 activator
O=C(O)C1Cc2ccccc2CN1C(=O)CSc1nnc(-c2ccc3c(c2)OCO3)o1 (stereo not given),-1,-2.0,-1,0.0
Cc1ccccc1C(=O)Nc1nnc(SCC(=O)NC2CCCC2)s1,-39,-0.6,-4,-0.2
COc1ccc(-c2n[nH]c(=S)n2/N=C/c2ccc(OC)cc2OC)cc1,8,0.2,15,0.8
COc1cccc(/C=C2\SC(N3CCCCC3)=NC2=O)c1OC,-25,0.7,15,0.0
O=C1C2CCCN2C(c2ccccc2)N1c1ccc(F)cc1 (stereo not given),-5,0.0,-11,0.4
O=C(c1ccc(Cn2c(=O)[nH]c3ccccc3c2=O)cc1)N1CCN(c2ccccn2)CC1,4,0.8,-13,0.2
COc1cccc2c1OC(C)(C)N1N=C(c3ccco3)CC21 (stereo not given),-65,0.6,-3,-0.1
c1ccc2[nH]c(SCc3cn4ccccc4n3)nc2c1,-51,0.7,-14,0.0
Cc1cc(N)n(-c2cccc(Cl)c2)n1,-2,0.0,19,0.7
COc1ccc(C(=O)CCC(=O)NCC2Cc3c(F)ccc(-c4ccncc4)c3O2)cc1 (stereo not given),-13,3.5,4,0.0
Cc1ccc(C)c(NC(=O)c2cnn3c(C(F)(F)F)cc(-c4ccco4)nc23)c1,-10,2.5,19,0.0
CS(=O)(=O)N(CC(=O)N1CCN(Cc2ccccc2)CC1)c1ccc2c(c1)OCCO2,5,1.2,2,0.0
Cc1cc(N2CCN(S(C)(=O)=O)CC2)nc(C)n1,-3,-0.5,9,0.5
COCCN1C(=O)/C(=C/c2c(NCc3ccco3)nc3ccccn3c2=O)SC1=S,-2,0.5,7,0.0
Cc1cc(Br)ccc1NC(=O)c1sc2ncn(CC(=O)Nc3ccc(C(C)C)cc3)c(=O)c2c1C,2,0.5,-12,-0.2
CC(C)CCN1CCNC(=O)C1CC(=O)NCc1ccc(-n2cncn2)cc1 (stereo not given),-20,0.2,-13,0.2
CCOc1ccc2ccccc2c1/C=N\NC(=O)c1cncc(Br)c1,0,-0.3,10,0.6
O=C(/C=C/c1ccccc1Cl)NCCCC(=O)Nc1cccc2cccnc12,7,-1.2,9,-0.2
Cc1ccc(N2C(=O)CSC2c2ccccc2[N+](=O)[O-])cc1F (stereo not given),-7,0.8,-5,-0.2
CCOCCn1c(=O)c2c(nc3n(-c4ccc(F)cc4)c(-c4ccccc4)cn23)n(C)c1=O,-4,-0.8,4,-0.1
O=C(O)COc1ccc(NC(=O)c2ccc3c(c2)C(=O)N(C2CCCCC2)C3=O)cc1,5,3.8,-9,0.0
NS(=O)(=O)c1ccc(NC(=O)CCCCCN2C(=O)c3ccccc3C2=O)cc1,3,-1.8,4,0.1
CCOC(=O)c1sc(NC(=O)c2ccc(Cl)cc2Cl)c(C(N)=O)c1C,-2,0.7,-2,-0.1
COc1ccc(-c2ccc(NS(=O)(=O)c3cc(Cl)ccc3Cl)cc2)nn1,-9,-0.8,7,0.2
CCCCOC(=O)c1ccc(N2CCOCC2)cc1,-54,0.7,12,-0.1
COc1ccc(/C=N/Nc2ncc(Br)cn2)cc1,-67,-0.6,9,-0.5
CCc1cc(Br)ccc1NC(=O)C1CC(=O)N(c2ccc(F)cc2)C1 (stereo not given),-2,1.4,-9,-0.1
Cc1cccc(C)c1NC(=O)C1CCCN(S(=O)(=O)c2cccc3cccnc23)C1 (stereo not given),6,0.2,-2,-0.3
O=C(Nc1nnc(S(=O)(=O)N2CCCc3ccccc32)s1)c1ccc(Cl)cc1,-2,0.5,9,0.0
Cc1cccn2c(CN(C)CC3CCOCC3)c(C(=O)N(C)CCc3ccccc3)nc12,2,-1.5,5,0.2
CCOC(=O)c1sc2nc(CN3CCN(c4ccccc4OC)CC3)[nH]c(=O)c2c1C,8,-0.4,4,0.4
COc1ccc(Cl)c(NC(=O)c2cc(Br)cc(Br)c2O)c1,6,1.5,0,0.3
COCC(=O)Nc1nnc(SCCN2CCOCC2)s1,-13,-1.2,-18,0.0
CNc1oc(-c2ccc(F)cc2)nc1C#N,-34,1.0,-5,-0.1
CCCOc1ccc(C2C(=O)N(C3CCCCCC3)CC(=O)N2CCCOCC)cc1OC (stereo not given),0,-0.7,25,-0.2
COCCC(=O)NC(C)c1nnc2n1CCN(Cc1ccc(C)s1)CC2 (stereo not given),0,-0.7,1,0.1
CC1CC(C)CN(CCCNC(=O)Cn2cc3c(n2)CCCC3)C1 (stereo not given),4,1.2,15,0.8
CCc1ccc(NC(=O)CSc2nc3c(sc(=S)n3-c3ccc(CC)cc3)c(=O)n2-c2ccccc2C)cc1,12,0.1,3,0.2
CCCNc1nc(Nc2cccc(N(C)C)c2)nc2c1ncn2CCN1CCCC1=O,7,1.9,-3,0.3
O=C(COc1ccccc1)Nc1cccc2cccc(NC(=O)COc3ccccc3)c12,11,0.2,1,0.0
COc1ccc(C(CNS(=O)(=O)c2ccc(F)cc2C)N2CCN(C)CC2)cc1 (stereo not given),-6,-0.3,-2,-0.1
Cc1c(C)n2c(SCC(=O)Nc3ccc(Br)cc3)nnc2[nH]c1=O,10,-0.4,6,0.1
COc1cc2nc(Cl)nc(NC3CC3)c2cc1OC,4,-0.1,5,0.2
Fc1cccc(N2N=C(/C=C/c3cccs3)CC2c2cccs2)c1 (stereo not given),4,-0.4,-15,0.4
NS(=O)(=O)c1ccc(Nc2nccc3cc(-c4cccnc4)ccc23)cc1,2,0.7,6,0.1
CCOCCSC1=C(C#N)C(c2ccc(Br)cc2)C(C(C)=O)=C(C)N1 (stereo not given),-6,2.0,-5,0.1
COCCN(C(=O)Nc1cc(C)ccc1OC)C1CCN(c2nccc(OC)n2)CC1,-6,-0.4,10,0.0
CC(=O)Nc1ccc(NC(=O)c2csc(-c3cccc(N)c3)n2)cc1,-5,-1.8,19,0.4
Cc1ccoc1C(=O)Nc1ccc2ccccc2c1,41*,-9.1,8,0.0
Cc1ccc(C)c(N2C(=O)C3CC=C(Cl)CC3C2=O)c1 (stereo not given),8,1.1,8,-0.2

# Further compounds follow:
SMILES,TEAD-YAP block,GPR151 ag,MITF primary,FBW7 activator
O=C(O)CCC(=O)N1CCC(c2nc(-c3cccs3)no2)CC1,-4,-0.7,-7,0.1
CNc1ccc(/C=C/C(=O)c2cc(OC)c(OC)c(OC)c2)cc1[N+](=O)[O-],2,-0.1,6,0.0
COc1ccc(-c2nc(-c3ccc(Br)cc3)no2)cc1,-16,1.9,0,0.0
OCCNc1nc(N2CCCC2CO)nc2nc[nH]c12 (stereo not given),-9,-1.1,-3,0.0
CCC(c1nnnn1C(C)(C)C)N(CCCO)Cc1cc2cc(C)ccc2[nH]c1=O (stereo not given),7,0.0,2,-0.1
Cc1ccc2c(c1)N(C(=O)Cc1ccccc1)C(C)(C)c1ssc(=S)c1-2,-10,0.2,31,-0.8
COc1ccc(CN2CCOc3ccc(CN4CCCC(C(N)=O)C4)cc3C2)cc1O (stereo not given),9,1.5,11,0.1
COc1ccccc1OCCOCCOc1ccc(C)cc1OC,-6,-1.3,12,0.1
O=C(C1CC(Cc2ccccc2)=NO1)N1CCOCC1 (stereo not given),-29,-0.7,11,0.1

# Structures listed so far that contain fluorine (13):
SMILES,TEAD-YAP block,GPR151 ag,MITF primary,FBW7 activator
Cc1ccc2nc3c(cc2c1)CN(Cc1ccc(F)cc1)C(=O)CO3,-1,-1.0,-10,0.6
O=C(Nc1cnn(Cc2ccc(F)cc2)c1)c1cnccn1,-2,-0.5,5,-0.1
Fc1cc(N2CCOCC2)ccc1Nc1nccc(-c2cncc(N3CCOCC3)c2)n1,17,-0.8,3,-0.1
FC(F)(F)c1cccc(-c2cnc3ccc(NCc4ccco4)nn23)c1,-1,-0.7,-11,-0.1
O=C1C2CCCN2C(c2ccccc2)N1c1ccc(F)cc1 (stereo not given),-5,0.0,-11,0.4
COc1ccc(C(=O)CCC(=O)NCC2Cc3c(F)ccc(-c4ccncc4)c3O2)cc1 (stereo not given),-13,3.5,4,0.0
Cc1ccc(C)c(NC(=O)c2cnn3c(C(F)(F)F)cc(-c4ccco4)nc23)c1,-10,2.5,19,0.0
Cc1ccc(N2C(=O)CSC2c2ccccc2[N+](=O)[O-])cc1F (stereo not given),-7,0.8,-5,-0.2
CCOCCn1c(=O)c2c(nc3n(-c4ccc(F)cc4)c(-c4ccccc4)cn23)n(C)c1=O,-4,-0.8,4,-0.1
CCc1cc(Br)ccc1NC(=O)C1CC(=O)N(c2ccc(F)cc2)C1 (stereo not given),-2,1.4,-9,-0.1
CNc1oc(-c2ccc(F)cc2)nc1C#N,-34,1.0,-5,-0.1
COc1ccc(C(CNS(=O)(=O)c2ccc(F)cc2C)N2CCN(C)CC2)cc1 (stereo not given),-6,-0.3,-2,-0.1
Fc1cccc(N2N=C(/C=C/c3cccs3)CC2c2cccs2)c1 (stereo not given),4,-0.4,-15,0.4
